EP2 mod: modulates human prostaglandin E2 receptor EP2 signaling; P43116; EP2-expressing cells, cAMP HTRF FRET, PGE2 co-stimulation; induction, % at 25 µM; hit rate 0.83% among 260,000; AID 940;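 active means compounds whose cAMP rise, as percent of the full-agonist control response, exceeds 60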;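 further: rat C6 glioma line stably carrying human EP2 under a CMV promoter; the protocol text gives 20 µM as final concentration; 100% = response of wells given 1 µM PGE2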
TRPML3 agonist: activates the human TRPML3 channel; activation, % at 3 µM; hit rate 0.29% among 220,000; Q8TDD5; HEK293 TRPML3-YFP, Fluo-8 calcium fluorescence; 100% = the carbachol control signal;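 active means activation above its plate's cutoff, the mean activation of the plate's test wells plus 3 SD, cut at about 12% in these data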;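 further: 0% = DMSO only wells and 100% = carbachol wells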
Target sequence (Q8TDD5 whole entry, looked up): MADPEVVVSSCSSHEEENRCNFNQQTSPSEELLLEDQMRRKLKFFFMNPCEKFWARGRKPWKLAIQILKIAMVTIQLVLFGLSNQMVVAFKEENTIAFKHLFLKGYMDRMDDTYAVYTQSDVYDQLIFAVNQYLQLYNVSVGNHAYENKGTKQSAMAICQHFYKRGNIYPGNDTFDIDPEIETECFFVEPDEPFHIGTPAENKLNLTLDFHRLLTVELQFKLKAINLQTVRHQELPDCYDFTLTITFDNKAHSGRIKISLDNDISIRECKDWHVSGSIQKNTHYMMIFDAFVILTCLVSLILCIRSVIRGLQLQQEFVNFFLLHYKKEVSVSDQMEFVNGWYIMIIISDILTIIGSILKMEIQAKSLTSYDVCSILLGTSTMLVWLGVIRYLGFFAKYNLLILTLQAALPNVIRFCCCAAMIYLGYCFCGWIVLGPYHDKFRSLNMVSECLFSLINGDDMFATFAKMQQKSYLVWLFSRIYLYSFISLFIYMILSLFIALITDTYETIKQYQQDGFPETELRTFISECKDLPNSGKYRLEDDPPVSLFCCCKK
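Material: TRPML3-YFP stable HEK293 cells | Dosing: One concentration, 3 µM nominal, 0.3% DMSO | Timing: 125 s total fluorescence read per well | Technique: Fluo-8 calcium dye fluorescence, ex 470-495, em 515-575 nm | Measure: Percent activation from peak-to-basal fluorescence ratio, scaled between DMSO and carbachol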
NPY-Y1 antag: blocks the human neuropeptide Y Y1 receptor. HEK293-CNG Y1 cells, membrane potential fluorescence; NPY at EC95, then isoproterenol. inhibition, % at 3.6 µM. hit rate 1% among 200,000. AID 1040;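 active means inhibition above the campaign mean inhibition of all tested compounds plus 3 SD, cut at about 20% in these data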;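 further: 0% = DMSO wells given NPY plus isoproterenol and 100% = isoproterenol alone without NPY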
Target sequence (P25929 whole entry, looked up): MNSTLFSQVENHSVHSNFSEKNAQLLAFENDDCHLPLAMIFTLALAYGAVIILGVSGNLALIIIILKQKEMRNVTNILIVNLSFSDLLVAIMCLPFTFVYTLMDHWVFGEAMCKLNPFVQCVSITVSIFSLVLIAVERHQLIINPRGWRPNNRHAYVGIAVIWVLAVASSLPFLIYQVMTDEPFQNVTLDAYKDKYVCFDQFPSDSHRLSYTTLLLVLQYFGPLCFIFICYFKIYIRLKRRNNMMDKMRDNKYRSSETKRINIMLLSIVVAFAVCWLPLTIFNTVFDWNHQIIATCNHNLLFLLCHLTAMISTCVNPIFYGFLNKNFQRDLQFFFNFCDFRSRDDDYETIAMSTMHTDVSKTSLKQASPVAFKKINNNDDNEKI
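Test system – HEK293 Y1/CNG channel cell line · Also added – NPY agonist 25 nM, then isoproterenol 1 µM plus Ro 20-1724 25 µM · Compound dosing – one concentration, 3.6 µM, in 0.4% DMSO · Schedule – compound incubation 1 h at room temperature, readout 45 min post-stimulation · Technique – fluorescence, membrane potential probe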
S1P4 ag: agonists of human S1P4 receptor; activation, % at 4.98 µM; S1P4-expressing cell line, agonist reporter assay; hit rate 0.35% among 220,000; AID 1509; in the data active means activation above about 11%;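 further: 0% = DMSO vehicle and 100% = reference agonist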
S1P4 antag: antagonists of human S1P4 receptor. O95977. S1P4-expressing cells, antagonist mode, reporter read-out. inhibition, % at 4.98 µM. hit rate 0.26% among 220,000; in the data active means inhibition above about 29%;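 further: 0% = wells stimulated with agonist and 100% = vehicle wells without agonist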
zfTRPN1 agonist: activates the zebrafish TRPN1 channel | AID 1424 | hit rate 0.18% among 220,000 | HEK293 zebrafish TRPN1-YFP, Fluo-8 calcium fluorescence; 100% = response to 87 µM carbachol | activation, % at 3 µM;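 active means activation above its plate's cutoff, the mean activation of test wells on that plate plus 3 SD, cut at about 19% in these data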;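 further: 0% = DMSO alone and 100% = 87 µM carbachol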
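System: zebrafish TRPN1-YFP in HEK293 cells / Dosing: 3 µM single point / Timing: dye loading 1 h at 37 °C, then 30 min room temperature / Signal: Fluo-8 calcium fluorescence, excitation 470-495 nm, emission 515-575 nm / Read-out basis: percent activation from peak over basal fluorescence ratio, control-normalized / Control set: high carbachol 87 µM, low DMSO alone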
CHOP inhibitor: inhibitors of CHOP induction in ER stress response | hit rate 3.8% among 220,000 | CHO-K1 CHOP-promoter luciferase, tunicamycin-induced, 15-18 h | inhibition, % at 10 µM;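 active means compounds that reduced the stress-induced luciferase reporter signal by more than about 70% of percent inhibition, limit read from the data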;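 further: 0% = tunicamycin plus vehicle and 100% = wells without tunicamycin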
NPY2 pot ag: potentiators or agonists of human neuropeptide Y receptor Y2. hit rate 0.45% among 220,000. P49146. cells expressing NPY-Y2, potentiator/agonist read-out. activation, % at 3.6 µM; in the data active means activation above about 27%;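 further: cells stimulated with NPY near EC25 plus isoproterenol at EC100; 0% = vehicle plus submaximal agonist and 100% = vehicle plus saturating agonist; some results beyond the cut were filed as inactive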
NPY1 pot ag: potentiates or activates human NPY-Y1 receptor. hit rate 0.37% among 220,000. P25929. activation, % at 3.6 µM. NPY-Y1 expressing cells, potentiator/agonist activation; in the data active means activation above about 33%, passing the limit was not always enough;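 further: cells stimulated with NPY at EC10 then isoproterenol at EC100; 0% = low agonist plus stimulus and 100% = saturating agonist plus stimulus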
* marks the source's active call; other numbers are inactive results; · = not tested or not shown; & = joins results of further samples.

SMILES	EP2 mod	TRPML3 agonist	NPY-Y1 antag	S1P4 ag	S1P4 antag	zfTRPN1 agonist	CHOP inhibitor	NPY2 pot ag	NPY1 pot ag
Nc1cc(=O)[nH]c(=S)n1-c1ccccc1	15	1.1	5	-2.1	-26	2.0	-26	-8	6
Nc1nc(CN2CCc3ccccc3C2)nc(Nc2ccccc2)n1	-21	0.4	-2	1.3	8	-1.1	3	1	-4
CCOC(=O)C1CCCN(C(=O)c2cc(-c3ccccc3)nc3ccccc23)C1 (stereo not drawn)	-8	-0.5	-2	0.1	0	-1.2	-10	-7	4
CCCCn1c(=N)n(CC(=O)C(C)(C)C)c2ccccc21	-27	-0.1	10	0.9	-9	0.2	10	6	-5
CCOC(=O)c1sc(NC(=O)c2ccco2)nc1-c1ccccc1	25	0.0	-2	-0.1	-15	0.7	42	-1	12
Cc1ccc(OCC(=O)Nc2ccc3c(c2)OC(F)(F)O3)c([N+](=O)[O-])n1	-19	0.7	2	0.3	-19	0.5	-10	9	4
CC(NC(=O)c1ccc(N(C)C)cc1)C(c1cccs1)N1CCN(C)CC1 (stereo not drawn)	-2	0.5	-5	0.3	-21	0.5	-5	-15	-50
CN1CCN(c2ccc(C(=O)NC3CCCCC3)cc2[N+](=O)[O-])CC1	0	0.6	3	1.9	4	2.1	-8	10	13
CCCn1c2c(c(O)c(C(=O)Nc3nc(C)cs3)c1=O)CCCC2	10	0.3	-1	0.4	-3	0.9	1	8	16
CN(C(=O)COC(=O)c1ccc([N+](=O)[O-])cc1N)c1ccccc1	-3	0.7	-2	0.5	-20	1.1	3	2	-6
O=C(CCc1ccccc1)c1ccc2c(c1)OCCCO2	-3&10	-0.2	7	-1.1	0	-0.4	22	-7	-18
CC(=O)c1ccc(OC(=O)CCN2c3ccccc3Sc3ccccc32)cc1	25	-0.4	0	0.9	7	-2.3	-11	1	5
CCOc1ccc2c(C)cc(=O)oc2c1OCC	45	0.3	9	-1.1	-4	-2.1	9	-7	-9
COc1ccc(C(=S)NC2CCCCC2)cc1	0	-0.9	2	0.9	3	-1.2	19	-9	2
CCOc1ccc(Cn2nnc(C(=O)NCc3ccc(OC)cc3)c2N)cc1	-11	2.7	-8	1.3	6	3.5	41	-10	-22
CCOC(=O)CCCCC(=O)c1[nH]c(=O)[nH]c1CSc1nc(C)cc(=O)[nH]1	0	1.3	2	0.2	-21	2.9	-17	8	11
COc1ccc2c(c1)c1nc3ccccc3nc1n2Cc1ccc(OC)c(OC)c1	0	1.0	6	2.7	-8	2.3	85*	-6	-11
O=C(CNC(=O)c1cccs1)OCC(=O)c1ccccc1	0	0.6	6	-3.6	8	0.1	2	2	-14
COC(=O)c1ccc(C2C(Oc3ccccc3)C(=O)N2CCc2ccc(F)cc2)cc1 (stereo not drawn)	25	-0.7	19	-0.8	-6	3.2	-32	-20	21
Cc1ccccc1OCC(=O)Nc1sc(C(=O)Nc2cccc(C)c2C)c(C)c1C#N	27	0.5	4	0.0	-2	1.1	4	8	-12
COCCNC(=O)Cn1c(=O)n(CCCCCC(=O)Nc2ccccc2)c(=O)c2sccc21	7	0.5	1	21*	1	-0.9	13	6	11
CC(C)(CCl)C(=O)Nc1ccc(OC(F)(F)F)cc1	-83	-0.4	5	1.5	-5	-1.4	-16	-4	15
O=C(NCc1cccs1)C1CCCN1C(=O)Nc1ccccc1 (stereo not drawn)	13	-0.5	-16	-1.3	8	-0.6	-7	102*	111*
CC(C)CCC(CC(C)O)c1n[nH]c(=S)n1-c1ccccc1 (stereo not drawn)	19	0.0	1	-1.4	2	-0.6	3	3	-14
COc1ccccc1-n1cnnc1SCC(=O)Nc1cccnc1Cl	-36	0.9	-5	0.1	-7	0.3	5	5	-12
SMILES	EP2 mod	TRPML3 agonist	NPY-Y1 antag	S1P4 ag	S1P4 antag	zfTRPN1 agonist	CHOP inhibitor	NPY2 pot ag	NPY1 pot ag
CCC1(C(=O)OC)NC(c2ccccc2OC)C2C(=O)N(C)C(=O)C21 (stereo not drawn)	-12	0.9	-1	1.1	-8	0.1	-6	6	3
O=C1C=CC(=O)N1CCCCCCN1C(=O)C=CC1=O	-1	0.9	0	-0.1	79*	0.5	107*	5	-27
N/C(=N\N=C\c1ccco1)SC1CC(=O)N(c2ccc(C(=O)O)cc2)C1=O (stereo not drawn)	27	-0.2	-3	2.1	-1	0.2	15	-13	-12
C/C=C/c1ccc(OCC(=O)Nc2cc(OC)c(OC)c(OC)c2)c(OC)c1	-44	1.8	-2	-1.9	-2	1.4	12	8	0
O=C(Nc1ccccc1C(=O)NCC1CCCO1)c1ccccc1 (stereo not drawn)	-2	0.2	-2	0.5	-3	-0.4	-15	5	-37
COC(=O)Nc1nnc(Cc2ccc(OC)cc2)s1	24	0.5	0	0.1	-4	0.2	6	-4	-16
O=C(COc1ncnc2scc(-c3ccccc3)c12)NCCN1C(=O)CSC1=O	-15	-0.2	4	0.0	1	-0.6	-8	-11	0
CCC(CC)c1nnc(NC(=O)CS(=O)(=O)Cc2ccccc2)s1	-10&30	0.4	1	0.2	-5	0.7	23	5	-18
NS(=O)(=O)c1cccc(NC(=O)c2cncc(Br)c2)c1	0	0.4	·	1.1	-11	1.7	8	3	4
O=C1CN(C(=O)COC(=O)c2oc3ccccc3c2COc2ccccc2)c2ccccc2N1	40	0.0	7	-0.3	-11	-2.1	39	0	10
Cc1ccc(C(=O)CSc2nnc(CNc3ccc(C)cc3C)o2)cc1	-9	0.4	-1	2.1	-14	1.3	72*	-11	-28
CS(=O)(=O)N1CCC(C(=O)NCc2ccncc2)CC1	15&-16	0.9	-3	-1.7	-19	0.6	13	3	7
COC(=O)C1C(c2ccccc2)C(C(=O)OCc2ccco2)C1c1ccccc1 (stereo not drawn)	68*	-0.4	37*	0.8	8	-1.3	-31	-16	-70
CCCCNC(=O)CNC(=S)N(Cc1ccccc1)Cc1cccnc1	6	0.4	-3	0.1	-3	0.3	10	4	-13
COc1ccc(C(=O)OCc2c(C)noc2C)cc1	-5	0.4	2	-0.9	0	0.1	-3	-11	7
O=C(Cn1c(NCCO)nc2ccccc21)c1ccc(Cl)cc1	2	-0.1	-1	-0.2	8	-0.8	1	-1	-17
CS(=O)(=O)N1CCCC(C(=O)NCc2ccccc2Cl)C1 (stereo not drawn)	9	0.0	-4	0.4	-17	0.4	9	-12	-15
Cc1ccc(NC(=O)CSc2nc3c(c(=O)[nH]2)CN(Cc2ccc(F)cc2)CC3)cc1C	24	0.6	4	0.5	-5	0.6	16	-8	-1
O=C(N/N=C/c1ccc(N2CCOCC2)o1)c1cccc(F)c1	-5	0.1	2	-1.7	-10	1.5	-18	-9	-2
Cc1c(C(=O)C(=O)NCCc2ccc(S(N)(=O)=O)cc2)c2ccccc2n1C	-25	1.0	-5	1.8	-20	0.7	15	16	3
Cc1cccc(/C=C(\c2nc3ccccc3[nH]2)S(=O)(=O)c2ccccc2)c1	0	-0.6	-8	0.7	5	-1.5	40	-7	4
Cc1cc(NC(=O)CC(F)(F)F)n(-c2ccccc2)n1	-7	0.2	-3	1.8	2	0.2	9	0	13
CCC(C)(C)n1nnnc1C(c1cc2ccc(OC)cc2[nH]c1=O)N1CCCCC1 (stereo not drawn)	-32&-6	-0.1	0	3.2	3	0.6	13	2	-16
CN(C)CCNC(=O)c1cc2c(s1)-c1ccccc1OC2	-50	0.6	0	1.9	2	1.2	20	0	-16
COCC(C)N1CC(O)=C(c2nc(-c3ccc(Cl)cc3)cs2)C1=N (stereo not drawn)	-22	0.3	-3	0.3	-21	-1.2	37	-3	7

An excerpt from above in order of SMILES length, falling:
SMILES	EP2 mod	TRPML3 agonist	NPY-Y1 antag	S1P4 ag	S1P4 antag	zfTRPN1 agonist	CHOP inhibitor	NPY2 pot ag	NPY1 pot ag
N/C(=N\N=C\c1ccco1)SC1CC(=O)N(c2ccc(C(=O)O)cc2)C1=O (stereo not drawn)	27	-0.2	-3	2.1	-1	0.2	15	-13	-12
COCC(C)N1CC(O)=C(c2nc(-c3ccc(Cl)cc3)cs2)C1=N (stereo not drawn)	-22	0.3	-3	0.3	-21	-1.2	37	-3	7
O=C(N/N=C/c1ccc(N2CCOCC2)o1)c1cccc(F)c1	-5	0.1	2	-1.7	-10	1.5	-18	-9	-2
O=C(Nc1ccccc1C(=O)NCC1CCCO1)c1ccccc1 (stereo not drawn)	-2	0.2	-2	0.5	-3	-0.4	-15	5	-37
O=C1C=CC(=O)N1CCCCCCN1C(=O)C=CC1=O	-1	0.9	0	-0.1	79*	0.5	107*	5	-27

Remaining list, next part:
SMILES	EP2 mod	TRPML3 agonist	NPY-Y1 antag	S1P4 ag	S1P4 antag	zfTRPN1 agonist	CHOP inhibitor	NPY2 pot ag	NPY1 pot ag
CCCCNC(=O)c1cc2c(=O)n3cccc(C)c3nc2n(CCN2CCOCC2)c1=N	-30	1.0	4	-1.6	8	2.8	9	8	1
N#Cc1ccc(C(=O)Nc2cc(S(=O)(=O)N3CCCC3)ccc2OCC(F)(F)F)cc1	-17	0.6	-1	-0.9	0	-0.9	26	0	8
O=C(COc1ccc2oc(-c3ccco3)cc(=O)c2c1)N1CCCCC1	-43	0.1	-9	-0.6	4	3.2	-18	-1	-1
CCCCC(=O)N/N=C/c1ccc(Sc2cccc3cccnc23)o1	-39	0.2	0	2.3	-16	-0.5	40	-3	28
Cc1ccc(-c2sc(-c3ccccc3)nc2CC(=O)Nc2ccccc2F)cc1	12	1.0	3	0.7	-7	1.7	21	-5	5
C(=N\n1cnnc1)/c1cccn1-c1ccccc1	28	-0.2	2	0.5	-10	2.9	14	13	9
CC[N+](CC)(CC)C/C=C/CN1CCCCC1	-29&17	0.5	12	0.9	-2	0.1	-14	4	-3
Fc1ccc(-c2nnc3ccc(N4CCCC4)nn23)cc1	6	-0.1	-6	-1.1	-9	-0.3	-9	24	19
CCC(C)(C)n1nnnc1C(c1cccnc1)N1CCCc2ccccc21 (stereo not drawn)	-2	0.3	3	1.3	-7	1.5	27	6	1
Cc1cc(Nc2cc(C(=O)O)ccc2C)n2ncnc2n1	16	-0.1	-2	-0.3	-1	0.3	10	-7	-6
Cc1ccc(C(=O)Nc2nn(C)c3cccc(F)c23)cc1	-32	0.1	·	0.8	-11	0.0	-3	-13	5
CCOC(=O)c1sc2nc(-c3ccccc3)ccc2c1N	12	0.7	1	0.2	-16	-0.3	28	-6	10
Cc1ccnc(NC(=O)Cn2cc([N+](=O)[O-])cn2)c1	16	0.4	4	1.7	-1	0.2	4	-3	-8
O=C(Nc1ccn(Cc2ccccc2F)n1)c1ccc(COc2ccc(Cl)cc2Cl)o1	5	1.3	-3	1.0	-8	0.6	50	19	24
CSc1nsc(SCC(=O)Nc2nncs2)n1	16	1.2	7	-0.1	-10	0.3	1	-21	-24
COc1ccc2oc3ccc(OC)cc3c(=O)c2c1	-50	0.0	2	0.3	-10	-0.3	2	-1	25
O=C(COC(=O)CCSc1ccccc1)Nc1cc(F)ccc1F	24	0.6	9	0.1	-8	-1.7	36	-19	-6
O=C(/C=C/c1ccccc1)NC(=S)NNC(=O)c1ccco1	-14	0.7	2	1.0	-18	-0.3	20	-8	-21
